Wee1 stabilizer: human Wee1 degradation inhibition, primary screen; P30291; reporter increase, % at 5 µM; HeLa Luc-Wee1K328M stability, luciferase luminescence; 100% = proteasome inhibitor MG132 effect; actives 1.2% (n = 220,000);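 active means activation above the mean of all tested compounds plus 3 SD, set per screening run, cut at about 8.8% in these data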;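 further: cells exposed to compound for 20 h before luminescence read; 0% = DMSO alone and 100% = MG132 at 30 µM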
Runt-SMMHC FRET: blocks binding of human RUNX1 Runt domain to CBFb-SMMHC; Q01196+Q13951; Cerulean-Runt/Venus-CBFb-SMMHC FRET ratio 530/480, 1 h; inhibition, % at 20 µM; actives 0.74% (n = 220,000);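 active means mean inhibition across duplicate retests at 20 µM reaching about 50%, limit read from the data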;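 further: 0% = DMSO wells and 100% = wells with excess untagged CBFb-SMMHC; inhibitors lower the FRET ratio by blocking Runt binding to CBFb-SMMHC; some results filed as inactive read as strong as hits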
14-3-3 Bad inh: disrupts binding of bovine 14-3-3 zeta to phospho-Bad peptide; TR-FRET 14-3-3zeta/Dy647-pBad peptide displacement, 1 h; inhibition, % at 21.7 µM; actives 0.71% (n = 220,000); AID 781;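 active means inhibition above about 70%, limit read from the data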;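 further: 0% = full 14-3-3 plus peptide FRET controls and 100% = background without 14-3-3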
Target sequence (P63103 whole entry, looked up): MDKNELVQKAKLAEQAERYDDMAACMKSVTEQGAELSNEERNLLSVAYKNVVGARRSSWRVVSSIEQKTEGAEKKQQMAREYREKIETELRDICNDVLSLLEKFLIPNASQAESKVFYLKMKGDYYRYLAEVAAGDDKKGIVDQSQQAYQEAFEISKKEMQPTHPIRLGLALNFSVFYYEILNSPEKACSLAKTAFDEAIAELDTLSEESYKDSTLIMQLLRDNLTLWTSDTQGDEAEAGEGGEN
Hck Nef HTS: blocks Nef-activated human Hck kinase; actives 0.68% (n = 220,000); AID 463187; inhibition, % at 20 µM; Recombinant Hck-YEEI plus Nef, Z-Lyte FRET kinase assay;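 active means Hck-Nef kinase inhibition above about 50%, limit read from the data; inactive means inhibition below that limit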;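 further: 0% = DMSO with Hck plus Nef and 100% = Hck alone without Nef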
Target sequence (P08631 whole entry, looked up): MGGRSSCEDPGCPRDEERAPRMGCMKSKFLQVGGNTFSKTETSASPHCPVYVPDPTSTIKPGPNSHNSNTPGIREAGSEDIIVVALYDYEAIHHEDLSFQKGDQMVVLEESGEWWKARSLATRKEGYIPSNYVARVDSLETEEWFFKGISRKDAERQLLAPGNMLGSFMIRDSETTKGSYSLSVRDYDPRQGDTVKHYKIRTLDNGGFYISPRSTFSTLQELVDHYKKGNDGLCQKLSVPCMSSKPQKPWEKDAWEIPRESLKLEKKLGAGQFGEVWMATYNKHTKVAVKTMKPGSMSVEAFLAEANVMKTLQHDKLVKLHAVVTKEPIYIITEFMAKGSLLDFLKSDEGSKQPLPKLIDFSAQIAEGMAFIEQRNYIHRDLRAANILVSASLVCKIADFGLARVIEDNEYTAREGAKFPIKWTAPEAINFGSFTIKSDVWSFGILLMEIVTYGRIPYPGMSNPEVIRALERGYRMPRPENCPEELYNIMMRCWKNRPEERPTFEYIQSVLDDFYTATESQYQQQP
Runt-CBFb FRET: blocks binding of human RUNX1 Runt domain to CBFb; Q01196+Q13951; actives 0.46% (n = 220,000); inhibition, % at 20 µM; Cerulean-Runt/Venus-CBFb FRET ratio 530/480, 1 h;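 active means inhibition over about 50% at 20 µM in the single-dose screen, limit read from the data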;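 further: 0% = DMSO wells and 100% = excess unlabeled CBFb competitor control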
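Schedule: protein complex preformed 1 h, compound exposure 1 h, room temperature, dark; test system: Cerulean-labeled Runt domain protein; amount: 100 nM per protein; buffer or medium: Tris 50 mM pH 7.5, KCl, K2SO4, 0.01% BSA; read-out: loss of energy transfer signal; detection: FRET fluorescence; controls: 5 µM unlabeled CBFb as full-inhibition high control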
thrombin 1536: thrombin (human) inhibition; inhibition, % at 5 µM; AID 1046; alpha-thrombin, Boc-VPR-AMC fluorogenic substrate cleavage; P00734; actives 0.26% (n = 220,000);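 active means inhibition at or above 40%; inactive means inhibition below 40%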;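 further: 0% = enzyme with no compound and 100% = wells without enzyme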
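Test system: human alpha-thrombin protein / Dosing: one concentration per compound, 5 µM, with 0.2% DMSO / Medium: pH 7.5 Tris-saline with Tween 20 / Benchmarks: no-compound enzyme wells and no-enzyme blanks / Read-out basis: percent inhibition of thrombin substrate cleavage / Timing: reaction at room temperature / Measured by: fluorescence, ex 355 nm, em 460 nm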
FXIIa inh 1536: factor XIIa (human) inhibition. P00748. purified FXIIa, Boc-QGR-AMC fluorogenic substrate, 2 h. inhibition, % at 5 µM. actives 0.3% (n = 220,000). AID 800; in the data active means inhibition above about 40%;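 further: 0% = enzyme with no compound and 100% = blank without enzyme; many of its hits are not listed in these tables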
FXIa inh 1536: factor XIa (human) inhibition. purified FXIa, Boc-Glu-Ala-Arg-AMC fluorogenic substrate. actives 0.14% (n = 220,000). inhibition, % at 5 µM. P03951. AID 798;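 active means inhibition of at least 40%; inactive means inhibition below 40%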;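 further: fluorescence of freed AMC excited at 355 nm; 0% = enzyme without compound and 100% = no enzyme blank; many of its hits are not listed in these tables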
hK5 inh: kallikrein 5 (human) inhibition; Q9Y337; recombinant hK5, fluorogenic AMC substrate cleavage; inhibition, % at 5 µM; actives 0.59% (n = 210,000); AID 873;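 active means inhibition of 40% or more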;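 further: 0% = enzyme controls without compound and 100% = no-enzyme blanks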
Target sequence (Q9Y337 67-293 limits assumed): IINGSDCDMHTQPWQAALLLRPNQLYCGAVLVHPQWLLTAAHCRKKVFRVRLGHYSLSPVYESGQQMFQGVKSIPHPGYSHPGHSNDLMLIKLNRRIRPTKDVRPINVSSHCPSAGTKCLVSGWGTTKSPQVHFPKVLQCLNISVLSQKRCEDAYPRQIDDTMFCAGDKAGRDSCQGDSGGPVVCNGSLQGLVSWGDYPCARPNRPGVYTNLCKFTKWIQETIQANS
The depositor's hits bear a star; · = not tested or not shown; [ ] = another dose, or the depositor's remark.

SMILES	Wee1 stabilizer	Runt-SMMHC FRET	14-3-3 Bad inh	Hck Nef HTS	Runt-CBFb FRET	thrombin 1536	FXIIa inh 1536	FXIa inh 1536	hK5 inh
COc1ccc(C(=O)Nn2cnc3scc(-c4cccs4)c3c2=O)c(O)c1	-3.1	·	-1.4	1.4	·	-1.4	13.2	3.4	1.1
COc1ccc(C(=O)N2CCN(C(=O)c3cc(OC)c(OC)c(OC)c3)CC2)cc1	1.4	-1.9	0.7[fluorescence artefact?]	-0.4	-0.5	-1.3	14.6	-5.2	-6.8
Cn1c(=O)c(=O)n(C)c2cc(S(=O)(=O)NCCOc3ccccc3)ccc21	2.3	1.0	-5.2	16.4	0.6	-4.0	-1.7	-7.2	4.7
OCCOCCN1CCN(C(=S)Nc2ccccc2)CC1	-1.1	3.4	-11.7	30.7	2.4	·	1.5	-0.1	-1.3
O=C(Cn1cnc2sc(-c3ccccc3)cc2c1=O)NCc1ccccc1	0.9	-4.8	43.6[fluorescence artefact?]	-1.8	1.7	-1.9	12.3	2.7	-5.0
COc1ccc(CN2CC(C(=O)NCc3ccc4c(c3)OCO4)CC2=O)cc1 (stereo not given)	2.6	-0.9	3.4	1.4	1.8	3.8	9.7	-2.6	-9.8
COc1ccc(C(CCN2CCN(c3ccccc3)CC2)c2c(OC)cc(OC)c3c(-c4ccccc4)cc(=O)oc23)cc1 (stereo not given)	·	-2.9	2.5	9.7	55.2*	-3.9	5.5	2.4	2.2
CCOc1cc(NC(=S)NCCCN2CCOCC2)c(OCC)cc1NC(=O)c1cccs1	9.5*	-1.3	1.4	18.7	0.2	10.6	27.7	15.9	19.7
O=C(COC(=O)c1cc2ccccc2cc1O)NC(=O)NCc1ccco1	-2.5	-0.6	-4.5	-1.1	8.1	3.5	8.9	0.3	1.7
Cc1ccc(NC(=S)N(CCN(C)C)Cc2cc3cc(C)ccc3[nH]c2=O)cc1	-1.4	0.4	4.1	20.8	20.4	-3.7	16.5	8.5	-0.2
O=C1CC(c2ccccc2)CN1C(=O)c1cccc([N+](=O)[O-])c1 (stereo not given)	0.1	1.2	-11.4[fluorescence artefact?]	2.3	0.5	-4.4	17.1	6.4	14.7
Cc1sc2ncn(CC(=O)Nc3ccccc3F)c(=O)c2c1-c1ccccc1	0.5	-2.3	-6.1	15.4	0.7	-4.9	6.8	-2.0	-1.6
FC(F)Oc1ccc(NC(=S)NNc2ccnc3cc(Cl)ccc23)cc1	2.7	6.7	-19.3	29.8	1.6	-7.5	5.4	1.7	-4.6
CCOc1cc2[nH]c(=S)n(CCCOC)c(=O)c2cc1OCC	-1.0	-2.4	10.0	0.9	4.0	-2.5	3.0	-4.6	-10.4
Nc1cc(=O)[nH]c(SCC(=O)Nc2cccc([N+](=O)[O-])c2)n1	-2.4	-0.7	-0.8	24.4	0.7	-7.1	3.1	-2.3	-0.2
COc1ccc([C@@H]2OC2(C(N)=O)C(N)=O)cc1	0.3	1.3	-3.2	19.0	-5.3	0.9	6.1	-0.2	0.8
O=C1CC(c2cccc(Cl)c2)Cc2nc(N3CCOCC3)ncc21 (stereo not given)	0.8	-5.1	-7.1	0.2	1.1	-4.2	3.6	11.0	-14.5
COc1cc(C2C3=C(CCCC3=O)Nc3[nH]n(-c4ccccc4)c(=O)c32)ccc1OC(C)=O (stereo not given)	-1.7	2.1	-8.9	28.9	-2.4	-1.4	7.9	-4.8	6.6
O=C(CN1CCN(Cc2ccc(F)cc2)C1=O)NCc1cccs1	·	-2.5	4.4[fluorescence artefact?]	0.0	1.9	-3.2	8.8	0.7	-3.0
NNC(=O)c1cc2c(ccc3ccccc32)o1	0.0	-5.5	-8.9	36.5	3.4	-3.5	-3.8	-7.8	-18.2
O=C(CSc1nnc(-c2ccncc2)n1Cc1ccco1)Nc1cccc(O)c1	8.6	6.2	-14.0	26.7	10.4	-2.8	11.8	1.6	5.2
O=C(Nn1cc(C(=O)Nc2ccccc2F)c2ccccc2c1=O)c1cnccn1	3.5	0.5	-1.6	-3.3	1.5	6.4	18.8	3.0	19.8
O=C(Cc1ccccc1)NCCSCc1ccccc1	-2.4	0.8	-5.9	0.2	1.0	-12.0	3.8	-3.9	-9.0
Cc1ccc2[nH]c3c(Cl)ncnc3c2c1	-2.9	9.5	0.1	24.0	2.3	-7.0	-5.9	-3.5	-3.8
COc1ccc(N2C(=O)CCC2(C#N)c2ccc(Br)cc2)cc1 (stereo not given)	2.5	0.3	13.1	1.5	2.2	3.8	27.8	17.1	-2.5
SMILES	Wee1 stabilizer	Runt-SMMHC FRET	14-3-3 Bad inh	Hck Nef HTS	Runt-CBFb FRET	thrombin 1536	FXIIa inh 1536	FXIa inh 1536	hK5 inh
O=C(Oc1cccc2cccnc12)c1ccc2c(c1)OCCO2	2.6	0.2	-0.6	-0.1	1.7	1.3	-12.6	-3.5	-29.7
O=C(N/N=C/c1ccc2cccc(OCc3ccccc3)c2n1)c1ccc(Br)cc1	2.1	1.7	-4.9	5.8	-4.2	0.9	9.7	-1.2	-74.8
CC(C)c1ccc2c(c1)C1Cc3ccccc3C1N2 (stereo not given)	0.4	3.5	39.1	3.7	2.9	-5.3	4.7	5.3	-27.7
Cc1ccc(Cn2nc(C)c(/C=N/NC(=O)c3cccnc3)c2C)cc1	0.0	-4.5	-5.7	3.2	-1.3	2.1	13.2	2.5	3.5
CC(C)OC(=O)CSc1nc2c(cc1C#N)CCCCC2	0.4	-1.8	0.0	15.1	-2.8	-6.0	30.9	29.2	22.9
Cc1ccccc1-c1nc(CN2CCC(C(=O)NCc3cccnc3)CC2)c(C)o1	-0.5	-1.7	4.0	-0.4	1.8	-5.5	10.7	-4.0	5.1
CCOC(=O)CNNC(=O)Nc1ccc(Cl)c(Cl)c1	-1.5	2.3	-2.2	-0.2	-1.7	6.6	21.1	17.9	8.9
COc1cc(NS(=O)(=O)c2ccc(NC(=O)NC3CCCCC3)cc2)nc(OC)n1	1.2	1.7	0.8[fluorescence artefact?]	-3.6	0.9	0.1	12.7	6.8	5.1
COc1ccc(CNS(=O)(=O)NCc2ccccc2)cc1OC	0.1	3.7	-6.7	2.8	-0.7	3.1	10.5	-0.7	4.0
S=C(NCc1cccnc1)Nc1ccc(Oc2ccccc2)cc1	-0.7	-3.7	-2.3	-10.1	8.7	-7.9	-1.0	-5.0	·
Cc1ccc(Nc2nnns2)cc1C	2.3	13.8	-6.6	6.1	37.1	-11.1	-0.4	2.5	0.4
O=C(Nc1ccn(Cc2ccccc2F)n1)c1ccc(COc2cccc(Br)c2)cc1	-1.0	-0.5	3.7	-17.1	-0.8	5.5	21.8	-8.0	-16.4
O=C(O)c1cc(S(=O)(=O)Nc2ccccc2C(=O)O)ccc1O	1.8	-7.1	49.9	5.8	-0.9	-4.7	3.8	-4.8	-6.5
CCOc1ccc(-c2cnc3n2CCC3)cc1	-0.2	2.7	26.2[fluorescence artefact?]	12.6	2.7	-3.9	5.3	1.0	-17.7
CCOC(=O)C1=NOC(Cn2cc(C(C)=O)c(=O)[nH]c2=O)C1 (stereo not given)	0.0	-0.9	-6.2	18.6	1.6	0.3	2.9	-2.9	-6.4
Cc1cc(C(F)(F)F)nn1CC(=O)NCC1CCCO1 (stereo not given)	-1.5	-1.9	-3.4[fluorescence artefact?]	-3.5	-0.3	-0.7	2.8	-12.6	-3.6
COc1ccc(-c2nc3ccccc3c(=O)n2CCN2CCOCC2)cc1	-2.0	-2.4	0.0[fluorescence artefact?]	2.3	-0.5	-0.3	7.3	-5.0	-2.4
CCN(CC)S(=O)(=O)c1cccc(C(=O)N[C@H](C(=O)OCC(=O)NC(=O)NC)C(C)C)c1	-1.2	5.6	3.1	0.5	2.6	9.6	21.0	6.4	0.3
COc1ccc(S(=O)(=O)N2CCN(C(=O)c3cnc(C)cn3)CC2)cc1	-2.9	1.3	-3.9	4.8	0.6	0.5	6.8	-9.4	-8.8
Cc1ccc(Sc2ncnc3onc(C)c23)cc1	3.7	6.3	4.3	2.2	0.6	-14.6	-2.8	-0.9	-4.2
O=c1c([N+](=O)[O-])c(NC2CCCCC2)c2ccccc2n1-c1ccccc1	-1.7	1.5	5.5	9.6	3.9	-0.5	17.9	12.9	-16.7
Fc1ccc(-c2nc(-c3cnccn3)no2)c(Cl)c1	9.4*	-0.5	-4.2	3.9	-0.3	-5.6	1.6	-18.0	5.4
CCn1c(=O)cc(SCC(=O)Nc2ccc(Cl)cc2)c2ccccc21	-3.8	2.2	-13.8	0.7	3.5	-5.8	-3.0	-10.3	-9.0
Cc1c(C(=O)NCc2ccccc2)oc2c1C(=O)CCC2	2.3	-1.0	8.3	7.5	-1.2	1.6	17.4	10.8	-0.8
O=C1CCC(CCC(=O)N2CCCC(C(=O)c3ccc4c5c(cccc35)CC4)C2)=NN1 (stereo not given)	1.0	-0.4	1.2	-34.6	-0.1	-3.6	3.9	1.4	·
SMILES	Wee1 stabilizer	Runt-SMMHC FRET	14-3-3 Bad inh	Hck Nef HTS	Runt-CBFb FRET	thrombin 1536	FXIIa inh 1536	FXIa inh 1536	hK5 inh
CCC(=O)N1CC2(CC(c3cccc(NC(=O)COc4ccc(Cl)cc4)c3)=NO2)C[C@@H]1C(N)=O (stereo not given in full)	·	2.9	-5.0	30.7	0.7	-8.2	2.4	9.3	0.5
Clc1ccc(CSc2ccc(-c3ccco3)nn2)cc1	-1.8	56.3	-12.4	18.5	56.5*	-11.6	2.4	-5.6	-3.7
CCN(CC)C(=O)CSc1nnc(-c2cccnc2)n1Cc1ccccc1	2.9	-0.4	-3.7	1.2	0.5	-1.8	29.9	14.2	-8.1
COc1ccc(Cl)cc1N(CC(=O)N1CCC(C)CC1)S(C)(=O)=O	-1.5	1.5	-3.2	-0.5	0.1	4.7	-1.6	2.9	-8.4
CCN(CC)CCn1c(NCc2ccco2)nc2ccccc21	0.6	4.8	43.5[fluorescence artefact?]	1.6	-0.5	-4.6	1.3	-6.8	-2.8
CCOC(=O)CN(c1ccccc1)S(=O)(=O)c1ccc(F)cc1	0.6	-3.8	-7.5	22.0	2.0	22.3	5.9	-3.9	-2.6
COCCN=C1Sc2nc3cc(C)c(C)cc3cc2CN1Cc1cccs1	7.5	-4.6	-0.8	22.3	3.9	-3.4	3.9	-1.5	-2.2
COc1ccc(C(=O)Nn2c(SCc3cccc([N+](=O)[O-])c3)nc3ccccc3c2=O)cc1	8.3	1.2	13.7[fluorescence artefact?]	-0.2	-4.9	-4.5	21.0	20.1	6.6

Three of the entries above in order of the hK5 inh value, lowest first.
Structure	Wee1 stabilizer	Runt-SMMHC FRET	14-3-3 Bad inh	Hck Nef HTS	Runt-CBFb FRET	thrombin 1536	FXIIa inh 1536	FXIa inh 1536	hK5 inh
COc1ccc(Cl)cc1N(CC(=O)N1CCC(C)CC1)S(C)(=O)=O	-1.5	1.5	-3.2	-0.5	0.1	4.7	-1.6	2.9	-8.4
CCN(CC)C(=O)CSc1nnc(-c2cccnc2)n1Cc1ccccc1	2.9	-0.4	-3.7	1.2	0.5	-1.8	29.9	14.2	-8.1
COc1ccc(C(=O)Nn2c(SCc3cccc([N+](=O)[O-])c3)nc3ccccc3c2=O)cc1	8.3	1.2	13.7[fluorescence artefact?]	-0.2	-4.9	-4.5	21.0	20.1	6.6

Compound activity: PubChem BioAssay, several laboratories
